HTRA1 inhibitor = blocks human HTRA1 serine peptidase. hit rate 0.5% among 340,000. recombinant HTRA1, FP-rhodamine activity-based probe, fluorescence polarization. inhibition, % at 5.96 µM. Q92743; in the data active = inhibition above about 36%;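 note: 0% = enzyme with DMSO and 100% = wells lacking enzyme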
Target sequence (Q92743 whole entry, looked up): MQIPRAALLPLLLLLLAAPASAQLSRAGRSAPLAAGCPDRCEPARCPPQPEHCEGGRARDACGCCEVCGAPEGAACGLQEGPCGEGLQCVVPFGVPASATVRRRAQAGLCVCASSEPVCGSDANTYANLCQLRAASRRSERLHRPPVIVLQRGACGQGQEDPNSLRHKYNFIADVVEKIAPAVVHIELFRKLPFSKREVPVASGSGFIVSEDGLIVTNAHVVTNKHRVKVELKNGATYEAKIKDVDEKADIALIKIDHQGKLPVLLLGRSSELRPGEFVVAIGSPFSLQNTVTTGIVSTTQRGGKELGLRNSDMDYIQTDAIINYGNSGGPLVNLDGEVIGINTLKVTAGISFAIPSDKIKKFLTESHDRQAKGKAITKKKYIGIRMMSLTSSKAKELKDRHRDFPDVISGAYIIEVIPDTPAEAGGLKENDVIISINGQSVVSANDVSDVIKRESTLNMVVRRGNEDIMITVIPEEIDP
Active calls of the source: *. These rows are one share of the data (hit frequency here may not be typical).

Preview, 6 compounds:
entry	mol	HTRA1 inhibitor
1	O=C(CCNC(=O)c1ccccc1Cl)Nc1nccs1	8
2	CCCCc1nc(C(N)=O)c2[nH]c(=O)n(-c3ccc(OC)c(OC)c3)c2n1	0
3	COc1ccc(C(C[N+](=O)[O-])C2(c3ccc(OC)c(OC)c3)C(=O)c3ccccc3C2=O)cc1 (stereo unspecified)	-8
4	Fc1ccc(-c2n[nH]c(=S)n2Cc2ccccc2)cc1	4
5	O=[N+]([O-])c1ccc(N=NNc2ccccc2)cc1	16
6	Cn1c(=O)c(C(=O)CCl)c(N)n(CC2CC2)c1=O	7

All compounds of this part, previewed entries included:
entry	mol	HTRA1 inhibitor
1	O=C(CCNC(=O)c1ccccc1Cl)Nc1nccs1	8
2	CCCCc1nc(C(N)=O)c2[nH]c(=O)n(-c3ccc(OC)c(OC)c3)c2n1	0
3	COc1ccc(C(C[N+](=O)[O-])C2(c3ccc(OC)c(OC)c3)C(=O)c3ccccc3C2=O)cc1 (stereo unspecified)	-8
4	Fc1ccc(-c2n[nH]c(=S)n2Cc2ccccc2)cc1	4
5	O=[N+]([O-])c1ccc(N=NNc2ccccc2)cc1	16
6	Cn1c(=O)c(C(=O)CCl)c(N)n(CC2CC2)c1=O	7
7	COC(=O)/C(=C\Nc1ccc(Cl)c2ccccc12)c1ncc(C(F)(F)F)cc1Cl	0
8	COc1cc2nc(NC(=O)c3ccc(F)cc3Cl)sc(=O)c2cc1OC	-9
9	C[C@@]12C(=O)Nc3ccc(F)cc3C(=O)N1[C@H]1c3ccccc3OC[C@@H]1[C@@H]2c1ccccc1	-33
10	CCOC(=O)Cn1c(=N)n(CCOc2ccc(OC)cc2)c2ccccc21	3
11	Cc1cc(NC(=O)Nc2cc(F)ccc2C)n(C)n1	3
12	CS(=O)(=O)Nc1ccc(C(=O)Nc2ccc3c(c2)OCCO3)cc1	-6
13	COc1cccc2c1C(=O)c1ccc3ccccc3c1C2=O	7
14	Cc1onc(C(=O)NN)c1-c1csc(COc2ccc(Cl)cc2)n1	-18
15	Cc1ccccc1N1CCN(S(=O)(=O)Cc2ccccc2)CC1	-11
16	COc1ccc(OC)c(-n2cnc3cc(C(=O)NCCCN4CCOCC4)ccc32)c1	-7
17	O=C(CNC(=O)OCc1ccccc1)Oc1cc2oc(=O)cc(-c3ccccc3)c2cc1Cl	-1
18	COc1ccc2c(c1)CC/C(=C/c1ccncc1)C2=O	-6
19	CC[C@H](C)[C@H]1O[C@]2(CC[C@@H]1C)C[C@@H]1C[C@@H](CC=C(C)[C@@H](O[C@H]3C[C@H](OC)[C@@H](O[C@H]4C[C@H](OC)[C@@H](O)[C@H](C)O4)[C@H](C)O3)[C@@H](C)C=CC=C3CO[C@@H]4[C@H](O)C(C)=C[C@@H](C(=O)O1)[C@]34O)O2	-5
20	Cc1cc(C(=O)N/N=C/c2cc(N=Nc3ccccc3)ccc2O)n[nH]1	28
21	COc1ccc(-c2cc(C(F)(F)F)c3c(=O)n(-c4ccccc4)[nH]c3n2)cc1	6
22	O=c1/c(=C\c2cc([N+](=O)[O-])cc([N+](=O)[O-])c2O)sc2nc3ccccc3n12	6
23	Cc1ccc(CNC(=O)c2cccc(S(C)(=O)=O)c2)cc1	-3
24	C[C@H](NC(=O)c1ccc2c(c1)OCO2)c1nnc2ccccn12	7
25	Cc1ccc(NC(=O)/C(C#N)=C(\N)C(Cl)(Cl)Cl)nc1	3

Remaining list, next part.
entry	mol	HTRA1 inhibitor
26	CCOC(=O)c1ccc(N2C(=O)C=CC2=O)cc1	-7
27	Cc1ccc(C(=O)c2c(C)oc3c2C(=O)C(=O)c2ccccc2-3)cc1	14
28	Cc1ccc(N=C2C(=O)Nc3ccc(C)c(Br)c32)cc1	7
29	CCc1ccc(CNC(=O)C2CCN(c3nnc(C)c4c(C)n(-c5ccc(C)cc5)nc34)CC2)cc1	-25
30	CCOC(=O)c1cnc2ccc(OCC)cc2c1N1CCN(c2ccccc2OC)CC1	-34
31	CCOC(=O)c1ccccc1NC(=O)C1CCN(c2ncnc3sc(C)c(C)c23)CC1	-18
32	C=CC(=O)Nc1ccc(Nc2nc(NC3CCC(N(C)C)CC3)nc3c2ncn3C(C)C)cc1 (stereo unspecified)	0
33	O=c1oc2ccc(Br)cc2cc1S(=O)(=O)c1ccc(F)cc1	-6
34	C#CCOCCOCCOCCNc1nc(N2CCN(C(=O)[C@H](CCC(=O)O)n3cc(C(N)[C@H](C)CC)nn3)CC2)nc(N2CCN(C(=O)[C@H](Cc3ccc(O)cc3)n3cc(C(N)[C@H](C)CC)nn3)CC2)n1 (stereo partly specified)	-1
35	COc1cc(NC(=O)c2cccs2)c(OC)cc1NC(=O)c1cccs1	0
36	COc1cc2c(cc1CNC[C@H]1O[C@@H](n3cnc4c(N)ncnc43)[C@H](O)[C@@H]1O)OCO2	0
37	C=CCN(CC=C)C(=S)NC(=O)c1ccc(OC)c(Br)c1	-4
38	O=C1c2ccccc2N2C(=O)c3ccccc3C2N1Cc1ccco1 (stereo unspecified)	-9
39	O=C1Nc2ccccc2C(O)(C(=O)NCc2ccco2)N1c1ccc(Cl)cc1 (stereo unspecified)	-7
40	CCS(=O)(=O)C1=NSC2=NC(=O)/C(=C\c3ccc(OS(=O)(=O)c4ccccc4)cc3)C(=N)N21	-19
41	CCOC(=O)c1c(NC(=O)C2c3ccccc3Oc3ccccc32)sc(C(=O)N(CC)CC)c1C	-62
42	CCOC(=O)c1ccc(NC(=O)Cn2cnc(S(=O)(=O)N3CCCC3)c2)cc1	0
43	COc1ccc2nc(C)cc(N/N=C/c3ccccc3)c2c1	-23
44	O=C1c2ccccc2C(=O)N1CCc1csc(NNc2nc(CCN3C(=O)c4ccccc4C3=O)cs2)n1	-6
45	CCC(NC(=O)c1cc(COc2c(F)cccc2F)on1)c1ccncc1 (stereo unspecified)	-4
46	COc1ccc(C2=NOC(Cn3nc(-c4ccccc4)cc3C(=O)NCc3cccc(C(F)(F)F)c3)C2)cc1 (stereo unspecified)	-4
47	Cc1cc(N)c2cc(NC(=O)/C=C/c3ccccc3Cl)ccc2n1	-66
48	O=[N+]([O-])c1cc(Cl)ccc1Nc1ccccc1	-14
49	NC(=O)CSc1oc(-c2ccco2)nc1S(=O)(=O)c1ccc(Br)cc1	-11
50	O=C(OCc1ccc(COC(=O)c2ccc(O)cc2)cc1)c1ccc(O)cc1	-45

Sorted by number of heavy atoms (rising): three of the compounds above.
entry	mol	HTRA1 inhibitor
5	O=[N+]([O-])c1ccc(N=NNc2ccccc2)cc1	16
1	O=C(CCNC(=O)c1ccccc1Cl)Nc1nccs1	8
35	COc1cc(NC(=O)c2cccs2)c(OC)cc1NC(=O)c1cccs1	0

Further structures follow:
entry	mol	HTRA1 inhibitor
51	CCc1ccc(NC(=O)CN(c2cc(C)cc(C)c2)S(=O)(=O)c2c(C)[nH]c(=O)[nH]c2=O)cc1	-11
52	COc1cccc(-c2nc(-c3ccc(NC(=O)Cc4ccccc4OC)cc3)no2)c1	-33
53	CC(Sc1nc(-c2ccccc2)cc(C(F)(F)F)n1)C(=O)N1CCCCC1 (stereo unspecified)	-16
54	COc1ccc(-c2[nH]ncc2/C=N\NS(=O)(=O)c2ccc(Cl)cc2)cc1	2
55	N#Cc1cc([N+](=O)[O-])c(-n2nnc3ccccc32)c([N+](=O)[O-])c1	-2
56	COC(=O)c1ccncc1C(=O)Nc1ccc(OC)cc1	3
57	Cn1c2nc(=O)n(-c3ccccc3)c(=O)c-2nc2c1CCCC2	11
58	CCc1cccc(CC)c1NC(=O)CN1CCc2cc(OC)c(OC)cc2C1	-3
59	O=C(NCc1ccco1)c1ccc(CS(=O)(=O)Cc2ccc(F)cc2)o1	-3
60	CCC(=O)Nc1cccc(-c2ccc(N3CCN(C)CC3)nn2)c1	0
61	COc1ccc(N(C(=O)CCl)C(C)(C(=O)Nc2c(C)cccc2C)c2ccccn2)cc1 (stereo unspecified)	0
62	Oc1c(C(c2ccccn2)N2CCOCC2)ccc2cccnc12 (stereo unspecified)	18
63	O=C(Nc1ccc(Oc2c(F)c(F)c(F)c(F)c2F)cc1)OC1CCN2Cc3ccccc3N=C12 (stereo unspecified)	-4
64	COc1ccc(Nc2ncnc3ccc(Br)cc23)cc1OC	-12
65	CC(C)(C)C(=O)NC(=S)NNC(=O)C(c1ccccc1)c1ccccc1	7
66	O=C(CCn1c(=O)c2cccn2c2cccnc21)N1CCN(c2cccc(Cl)c2)CC1	-3
67	CC(=O)c1c(C)[nH]c(C(=O)Nc2cc(C)cc(C)c2)c1C	-6
68	COc1ccc(N=C2C(=Nc3ccc(OC)cc3)N(c3ccc(OC)cc3)C(=S)N2C)cc1	5
69	Cc1cc(C)n2nc(SCC(=O)N(C)c3c(N)n(Cc4ccccc4)c(=O)[nH]c3=O)nc2n1	6
70	CCC(=O)N1CCc2cc(S(=O)(=O)CCC(=O)N3CCc4ccccc4C3)ccc21	2
71	O=C1C=C(c2ccc(OC(F)(F)F)cc2)C[C@@H](c2ccc(F)cc2)C1	-42
72	CCC(C(=O)NC(C)CCc1ccccc1)n1nc(C)n2c(cc3occc32)c1=O (stereo unspecified)	-5
73	COc1cc(/C=N/Nc2ccc(Cl)c(C(=O)O)c2)ccc1OCC(=O)N1C(C)CCCC1C (stereo unspecified)	8
74	CCN(CC)c1ccc(NC2=C(Cl)C(=O)c3ccccc3C2=O)cc1	36
75	COc1ccc(/C=N/n2cc(-c3ccc(OC)cc3)nc2N)cc1	-11

Going on with the list.
entry	mol	HTRA1 inhibitor
76	CCOc1cc(/C=C2\N=C(SC)SC2=O)cc([N+](=O)[O-])c1OC(C)=O	20
77	Cc1nc(N2CCNCC2)c2c3c(sc2n1)CCCC3	-8
78	CC(C)C[C@H]1CN=C(Nc2ccccc2)N1CC1CCC(C)CC1 (stereo partly specified)	-6
79	COc1cccc(C(=O)NCC(c2cccnc2)N2CCN(c3ccccc3OC)CC2)c1 (stereo unspecified)	-1
80	Cn1cc(/C=C(\C#N)C(=O)Nc2ccccc2O)c2ccccc21	-38
81	CCOc1ccc2nc(N(CCN(C)C)C(=O)/C=C/c3cccs3)sc2c1	-15
82	CCOc1ccccc1CNC(=O)Cn1nc(C)c2c(C)n(-c3ccc(C)cc3)nc2c1=O	2
83	Cc1c(CCC(C)C)c(=O)n2c([nH]c3ccccc32)c1C#N	-1
84	C[C@]12c3[nH]c4cc(-c5ccco5)ccc4c3CCN1C(=O)[C@@H](CC(=O)NCCCn1ccnc1)C[C@@H]2C(=O)N1CCOCC1	4
85	Cc1ccc(O)c(C(CC(=O)N2CCCC2)c2ccccc2)c1 (stereo unspecified)	-2
86	Cc1ccc2c(C(=O)CN3CCC(C(N)=O)CC3)c(C)[nH]c2c1	1
87	Cc1ccc(OCC(=O)N(Cc2ccco2)C2CCS(=O)(=O)C2)cc1C (stereo unspecified)	1
88	COc1ccc2[nH]c(C)c(CCN(Cc3cccs3)C(=S)Nc3ccc(F)cc3)c2c1	18
89	COCCN1C(=O)C(=O)/C(=C(/O)c2ccc(S(=O)(=O)N3CCOCC3)cc2)C1c1cccc([N+](=O)[O-])c1 (stereo unspecified)	1
90	Cc1cc(C)nc(NN2C(=O)C=CC2=O)n1	6
91	Cc1cc(SCC(=O)c2cccc([N+](=O)[O-])c2)nc(=O)[nH]1	12
92	COc1cc(/C=C/C(=O)N2CCN(C(=O)/C=C/c3cc(OC)c(OC)c(OC)c3)CC2)cc(OC)c1OC	-1
93	O=c1[nH]c(=O)n(C2OC(CO)C(O)C2O)cc1F (stereo unspecified)	3
94	CN(C(=O)CN1CCN(c2ccc([N+](=O)[O-])cn2)CC1)c1ccccc1	9
95	Cc1nc2c3ccccc3nc(NNC(=O)CCC(=O)NCCN3CCN(c4ccccc4F)CC3)n2n1	-7
96	CC/C(O)=C1\C(=O)CCCC1=NCCc1nc2ccccc2[nH]1	-1
97	Cc1ccc(C(=O)COC(=O)CN2C(=O)C3C4C=CC(C4)C3C2=O)cc1[N+](=O)[O-] (stereo unspecified)	1
98	CCN1C(=O)CC(C(C)C)N(C2CCCC2)c2nc(Nc3ccc(C(=O)NC4CCN(C)CC4)cc3OC)ncc21 (stereo unspecified)	-3
99	COc1ccc2c(-c3ccc(OCCN4CCOCC4)cc3)c(-c3ccccc3OC)sc2c1	-10
100	Cc1ccc(S(=O)(=O)Nc2ccccc2/C=N/c2nc3ccccc3n2C)cc1	-28

Results in sequence from above.
HTRA1 inhibitor for entries 87 to 94: 1, 18, 1, 6, 12, -1, 3, 9

Next section:
entry	mol	HTRA1 inhibitor
101	O=S(=O)(Nc1c(O)ccc2ccccc12)c1cccc2ccccc12	-1
102	CCOC(=O)c1cccc(NC(=O)C2(S(=O)(=O)c3ccc(C)cc3)CC2)c1	-4
103	COc1ccc(-c2cc(C(=O)OCC(=O)NC(C)(C)C)c3ccccc3n2)cc1	-26
104	CN(C)c1ccc(/C=N/n2ncc3ccccc32)cc1	9
105	C[C@@H]1NC(=O)c2cc([N+](=O)[O-])cc(I)c2NCC[C@@H](C(N)=O)NC(=O)[C@H](CC(N)=O)NC1=O	3
106	COc1ccccc1C(=O)Nc1cc2ccccc2oc1=O	-3
107	Cc1[nH]nc2c1C(c1ccc(-c3ccccc3C#N)o1)C(C#N)=C(N)O2 (stereo unspecified)	6
108	C/C=C(\C)C(=O)OC1[C@H](OC(C)=O)C2(CO)C(CC1(C)C)C1=CCC3C4(C)CCC(O[C@@H]5O[C@H](C(=O)O)[C@@H](O[C@@H]6O[C@H](CO)[C@@H](O)[C@H](O)[C@H]6O)[C@H](O)[C@H]5O[C@H]5O[C@H](CO)[C@@H](O)[C@H](O)[C@H]5O)[C@](C)(CO)C4CCC3(C)[C@]1(C)C[C@H]2O (stereo partly specified)	0
109	CS(=O)(=O)Nc1nc2n(n1)C(c1ccccc1)C=C(c1ccc(Br)cc1)N2 (stereo unspecified)	0
110	CCOC(=O)C(C)Sc1nnc(Cc2cc(=O)[nH]c(=O)[nH]2)n1-c1ccc(Cl)cc1 (stereo unspecified)	-3
111	N#Cc1ccccc1CSc1nnc(-c2ccncc2)o1	2
112	COc1ccc(-c2cc(C(=O)N3CCN(c4cccc(C)c4C)CC3)c3ccccc3n2)cc1OC	-65
113	O=C(NC12CC3CC(CC(C3)C1)C2)C1CC(=O)N(c2ccc(Br)cc2)C1 (stereo unspecified)	0
114	Cc1cc(C)c2sc(N(CCCN(C)C)C(=O)c3ccc(S(=O)(=O)N4CCc5ccccc5C4)cc3)nc2c1	-15
